Screens: PubChem BioAssay, Broad Institute
T cruzi growth: T. cruzi intracellular proliferation inhibitors, primary screen, cell-based, beta-gal Tulahuen parasites, NIH3T3 host, luminescence | inhibition, % at 8.34 µM | hit rate 5.9% among 77,000 | AID 624255, 2012 | T. cruzi beta-gal in NIH3T3, GalScreen luminescence, 90 h;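 active = mean inhibition above about 93%, with at least 55% of replicates each passing it, limit read from the data, passing the limit was not always enough; inconclusive = only one of those two conditions holds; inactive = neither condition holds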
Pf Dd2 growth: P. falciparum Dd2 growth inhibitors, primary screen, SYBR Green fluorescence, single dose replicates; 72 h; hits give low values; activity change, % at 10 µM; hit rate 2.3% among 94,000; in the data active = activity change below about -80%; inconclusive = no clear call, values can overlap the other calls
C diff HTS: C. difficile growth inhibitors, primary screen, HTS; Clostridium difficile clinical isolate growth, OD600, 24 h; hits give low values; growth activity, negative = inhibition, % at 16 µg/mL (by protocol); hit rate 0.25% among 86,000;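 active = mean growth activity at or below -80% and every replicate also at or below -80%; inconclusive = mean at or below -80% but some replicate above -80%; inactive = mean growth activity above -80%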;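 also: 0% = DMSO wells and -100% = levofloxacin 16 µg/mL wells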
KDM4C inh: inhibitors of GASC-1 (KDM4C) histone demethylase, primary screen, biochemical, single concentration HTS. Lysine-specific demethylase 4C (Homo sapiens), Q9H3R0. GST-KDM4C 2-372, H3K9me3 peptide, LANCE TR-FRET. inhibition, % at 12.5 µM. hit rate 0.15% among 96,000. AID 720574, 2013;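 active = mean replicate inhibition above about 25%, with at least 55% of replicates also reaching it, limit read from the data, passing the limit was not always enough; inconclusive = only one of those two conditions met; inactive = neither condition met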
Target sequence (Q9H3R0 2-372 limits assumed): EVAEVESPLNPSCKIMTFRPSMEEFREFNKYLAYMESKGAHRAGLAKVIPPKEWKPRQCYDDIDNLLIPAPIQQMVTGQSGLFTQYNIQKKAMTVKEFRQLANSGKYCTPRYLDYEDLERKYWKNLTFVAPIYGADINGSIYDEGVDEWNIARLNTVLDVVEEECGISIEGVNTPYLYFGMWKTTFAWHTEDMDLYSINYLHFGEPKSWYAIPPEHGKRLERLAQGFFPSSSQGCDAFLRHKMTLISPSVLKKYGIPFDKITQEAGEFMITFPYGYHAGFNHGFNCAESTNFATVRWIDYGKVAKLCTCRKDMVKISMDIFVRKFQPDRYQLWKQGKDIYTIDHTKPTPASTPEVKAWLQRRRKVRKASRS
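Test system: N-terminal GST-fused human GASC-1 (KDM4C) fragment, residues 2-372; quantity: GASC-1 enzyme at 10 nM final in reaction; dosing: single dose; schedule: 30 min demethylation and 1 h detection at room temperature; signal: LANCE TR-FRET, excitation 340 nm, emissions 618 and 671 nm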
The depositor's hits bear a star; ? = inconclusive; nt = not tested or not shown; & = joins results of further samples. Rows were taken by chance, and some 6.8% of all compounds hit somewhere here.

SMILES | T cruzi growth | Pf Dd2 growth | C diff HTS | KDM4C inh
C[C@@H]1CN([C@H](C)CO)C(=O)c2cc(NS(=O)(=O)c3cccs3)ccc2O[C@H]1CN(C)Cc1ccccc1 | -17 | 12 | -2 | -0.7
COc1ccc(S(=O)(=O)Nc2ccc3c(c2)CC(=O)N([C@H](C)CO)C[C@@H](C)[C@H](CN(C)Cc2ccc(C(F)(F)F)cc2)O3)cc1 | ? | 8 | 58 | -0.1
C[C@@H]1CN([C@@H](C)CO)C(=O)c2cc(NC(=O)Cn3cnnn3)ccc2O[C@H]1CN(C)S(=O)(=O)c1cccs1 | -22 | 1 | nt | 0.3
O=C(Nc1ccccc1F)N1C[C@@H]2[C@H](c3ccccc31)[C@H](CO)N2C(=O)c1ccccc1F | 20 | 0 | 1 | -0.6
C[C@@H]1CN([C@H](C)CO)C(=O)c2cc(NC(=O)C3CCCCC3)ccc2O[C@@H](C)CCCCO[C@@H]1CN(C)S(=O)(=O)c1cn(C)cn1 | -61 | -27 | 1 | -0.7
COc1ccc(CN(C)C[C@H]2OCCCC[C@@H](C)Oc3ccc(NS(C)(=O)=O)cc3C(=O)N([C@H](C)CO)C[C@@H]2C)cc1 | -15 | nt | -1 | nt
CCC(=O)N1CC2(C1)[C@H](c1ccccc1)[C@@H](CO)N2S(=O)(=O)Cc1ccccc1 | nt | -41 | 5 | 0.9
O=C(C[C@H]1C[C@H]2c3cc(NS(=O)(=O)c4ccc(F)cc4)ccc3O[C@H]2[C@@H](CO)O1)NCc1ccccc1F | -24 | -58 | 1 | -3.3
O=C(C[C@H]1CC[C@H]2[C@@H](COC[C@@H](O)CN2S(=O)(=O)c2ccc(Oc3ccccc3)cc2)O1)NC1CCC1 | nt | -30 | 8&3 | -1.9
O=C(Nc1ccc(F)cc1)N[C@@H]1CC[C@H](CCNC(=O)c2cc(Cl)cc(Cl)c2)O[C@H]1CO | -17 | -11 | -2 | -0.6
CO[C@H](CN(C)Cc1cc(F)ccc1F)[C@@H](C)CN([C@H](C)CO)S(=O)(=O)c1ccc(C)cc1 | 51 | -19 | nt | 1.4
O=C(C[C@@H]1CC[C@@H]2[C@H](COC[C@@H](O)CN2C(=O)CCN2CCCCC2)O1)NCc1ccncc1 | -6 | 34 | 9&-3 | -2.8
C[C@@H]1CN([C@H](C)CO)C(=O)c2cc(NC(=O)CCC(F)(F)F)ccc2O[C@@H]1CN(C)Cc1ccc2c(c1)OCO2 | 15 | 29 | -1 | 0.3
COc1ccc(S(=O)(=O)Nc2ccc3c(c2)C(=O)N([C@@H](C)CO)C[C@H](C)[C@H](CN(C)C)OCCCC[C@H](C)O3)cc1 | 51 | -8 | 1 | 0.1
CN(C)C(=O)C[C@H]1CC[C@H]2[C@H](COc3ccc(NC(=O)c4ccc(F)c(F)c4)cc3C(=O)N2C)O1 | -32 | -1 | -1 | 0.8

Record cards (already shown). Screens in order: T cruzi growth | Pf Dd2 growth | C diff HTS | KDM4C inh
`O=C(C[C@@H]1CC[C@@H]2[C@H](COC[C@@H](O)CN2C(=O)CCN2CCCCC2)O1)NCc1ccncc1` is listed as -6 | 34 | 9&-3 | -2.8
`CCC(=O)N1CC2(C1)[C@H](c1ccccc1)[C@@H](CO)N2S(=O)(=O)Cc1ccccc1` is listed as nt | -41 | 5 | 0.9
`C[C@@H]1CN([C@H](C)CO)C(=O)c2cc(NC(=O)CCC(F)(F)F)ccc2O[C@@H]1CN(C)Cc1ccc2c(c1)OCO2` is listed as 15 | 29 | -1 | 0.3
`CO[C@H](CN(C)Cc1cc(F)ccc1F)[C@@H](C)CN([C@H](C)CO)S(=O)(=O)c1ccc(C)cc1` is listed as 51 | -19 | nt | 1.4
`O=C(C[C@H]1CC[C@H]2[C@@H](COC[C@@H](O)CN2S(=O)(=O)c2ccc(Oc3ccccc3)cc2)O1)NC1CCC1` is listed as nt | -30 | 8&3 | -1.9

Four entries from above, sorted by their value in KDM4C inh, smallest number first.
| Compound | KDM4C inh |
| --- | --- |
| O=C(C[C@@H]1CC[C@@H]2[C@H](COC[C@@H](O)CN2C(=O)CCN2CCCCC2)O1)NCc1ccncc1 | -2.8 |
| O=C(C[C@H]1CC[C@H]2[C@@H](COC[C@@H](O)CN2S(=O)(=O)c2ccc(Oc3ccccc3)cc2)O1)NC1CCC1 | -1.9 |
| O=C(Nc1ccc(F)cc1)N[C@@H]1CC[C@H](CCNC(=O)c2cc(Cl)cc(Cl)c2)O[C@H]1CO | -0.6 |
| COc1ccc(S(=O)(=O)Nc2ccc3c(c2)C(=O)N([C@@H](C)CO)C[C@H](C)[C@H](CN(C)C)OCCCC[C@H](C)O3)cc1 | 0.1 |

More records follow:
SMILES | T cruzi growth | Pf Dd2 growth | C diff HTS | KDM4C inh
COc1cccc(NC(=O)N2CC3(C2)[C@H](c2ccccc2)[C@@H](CO)N3C(C)=O)c1 | nt | 14 | 3 | -0.4
C[C@@H]1CN([C@@H](C)CO)C(=O)c2cccc(N(C)C)c2O[C@H]1CN(C)C(=O)Nc1ccc(C(F)(F)F)cc1 | 10 | -50 | 1 | 0.2
Cc1ccc(S(=O)(=O)Nc2ccc3c(c2)CC(=O)N([C@H](C)CO)C[C@@H](C)[C@H](CN(C)C(=O)NC2CCCCC2)O3)cc1 | -3 | 8 | -10 | 0.5
C/C=C/c1ccc2c(c1)O[C@@H](CN(C)C(=O)Nc1ccc(F)cc1)[C@H](C)CN([C@@H](C)CO)S2(=O)=O | -14 | 1 | 3 | -3.1
CC=Cc1ccc2n(c1=O)C[C@H]1[C@H](CO)[C@@H](C(=O)NCc3ccccc3)N(C)[C@@H]21 (mixture of isomers) | 33 | 15 | 0 | 3.8
Cc1cccc(S(=O)(=O)N2CCCCN3[C@H](C2)[C@H](c2ccc(C#CC4CC4)cc2)[C@@H]3CO)c1 | 108* | -16 | 33 | -0.2
COc1cccc(NC(=O)N2CC(=O)N3[C@H](CO)[C@H](c4ccc(C5=CCCC5)cc4)[C@@H]3C2)c1 | nt | -4 | -6 | 0.2
C/C=C/c1cnc2c(c1)C(=O)N([C@H](C)CO)C[C@@H](C)[C@H](CN(C)Cc1ccccc1F)O2 | nt | -27 | 0 | 2.2
COc1ccccc1S(=O)(=O)N1CC[C@@H]2[C@@H](CO)N(C)c3ccc(-c4cccc(C#N)c4)cc3[C@@H]21 | 97* | -7 | -1 | 2.2
C[C@H](CO)N1C[C@H](C)[C@H](CN(C)S(=O)(=O)c2cn(C)cn2)OCc2ccccc2-c2ccccc2C1=O | 26 | 13 | -2 | -0.3
CO[C@H](CN(C)Cc1ccc2c(c1)OCO2)[C@@H](C)CN(C(=O)Nc1ccc(F)cc1)[C@H](C)CO | 1 | -14 | nt | 5.6
C[C@@H]1CN([C@H](C)CO)C(=O)Cc2cc(NS(=O)(=O)c3ccc(Cl)cc3)ccc2O[C@@H]1CN(C)C(=O)Nc1ccc(F)cc1 | -20 | -5 | -5 | -0.2
O=S(=O)(N[C@@H]1CC[C@H](CCn2cc(C3(O)CCCC3)nn2)O[C@@H]1CO)c1ccc(Cl)cc1 | 56 | -2 | nt | -2.2
O=C(C[C@H]1CC[C@@H]2[C@H](COC[C@H](O)CN2CC2CCCC2)O1)NCC1CC1 | nt | 22 | -6 | 0.2
C[C@H](CO)N1C[C@H](C)[C@H](CN(C)C)Oc2c(NS(=O)(=O)c3ccccc3)cccc2C1=O | 22 | 0 | -2 | 1.0
O=C(NC1CCCC1)[C@H]1[C@H](CO)[C@H]2Cn3c(ccc(-c4ccccc4)c3=O)[C@H]2N1CCc1ccccc1 | 77 | -39 | 18 | 3.3
CNC[C@@H]1Oc2ccc(NC(=O)Cc3ccccc3)cc2C(=O)N([C@@H](C)CO)C[C@H]1C | 67 | 8 | 6 | 0.3
C[C@H](CO)N1C[C@H](C)[C@@H](CN(C)C(=O)Nc2cccc3ccccc23)Oc2ccc(NC(=O)NC3CCCCC3)cc2C1=O | 14 | -23 | -10 | -0.2
C[C@H](CO)N1C[C@H](C)[C@@H](CN(C)Cc2ccc(C(=O)O)cc2)Oc2c(NS(=O)(=O)c3ccccc3)cccc2C1=O | nt | 23 | 2 | 15
CC(C)C#Cc1cnc2c(c1)C(=O)N([C@@H](C)CO)C[C@@H](C)[C@@H](CN(C)C(=O)C1CCC1)O2 | 30 | nt | 6 | -3.8
COc1ccc(S(=O)(=O)N(C)C[C@H]2Oc3ccc(NC(=O)Nc4c(C)noc4C)cc3CC(=O)N([C@H](C)CO)C[C@H]2C)cc1 | 9 | 22 | -3 | -0.5
O=C(C[C@@H]1C=C[C@H](NC(=O)C2CCOCC2)[C@@H](CO)O1)NCc1ccccc1Cl | nt | -5 | 55 | -0.3
CCCC(=O)Nc1ccc2c(c1)C(=O)N(C)[C@@H]1CC[C@H](CC(=O)Nc3cn(C)nc3C)O[C@@H]1CO2 | -8 | 5 | 5 | 8.3
COc1ccc(NC(=O)Nc2cccc3c2O[C@@H](CN(C)Cc2ccc(C(=O)Nc4ccccc4N)cc2)[C@H](C)CN([C@H](C)CO)C3=O)cc1 | ? | -70 | -3 | -0.7
CO[C@@H]1CN(C)C(=O)c2cc(NS(C)(=O)=O)ccc2OC[C@@H](C)NC[C@@H]1C | nt | -43 | -3 | 0.0
CO[C@H]1CN(C)C(=O)c2ccc(NS(=O)(=O)CC(F)(F)F)cc2OC[C@@H](C)N(C(=O)NC(C)C)C[C@H]1C | 32 | nt | nt | 3.8
C[C@@H]1CN([C@H](C)CO)C(=O)c2cc(NS(=O)(=O)c3ccc(Cl)cc3)ccc2O[C@@H](C)CCCCO[C@H]1CN(C)S(=O)(=O)c1cccs1 | 94 | -26 | 1 | -0.2
C[C@H](CO)N1C[C@H](C)[C@H](CN(C)C(=O)C2CCC2)Oc2cc(-c3cncnc3)ccc2S1(=O)=O | 66 | 21 | 3 | -1.0
Cc1cc(C(=O)Nc2cccc3c2O[C@H](CN(C)Cc2ccc(Oc4ccccc4)cc2)[C@H](C)CN([C@H](C)CO)C3=O)n(C)n1 | 33 | -41 | nt | -0.7
CNC[C@@H]1Oc2c(NC(=O)c3cnccn3)cccc2C(=O)N([C@H](C)CO)C[C@@H]1C | -12 | 19 | -5 | 1.0
COc1ccc(C#Cc2cnc3c(c2)C(=O)N([C@@H](C)CO)C[C@@H](C)[C@@H](CN(C)C(=O)Nc2cccc(OC)c2)O3)cc1 | ? | -43 | 16 | -8.8
CCCNC(=O)[C@H]1[C@H](CO)[C@H]2Cn3c(ccc(-c4cccc(F)c4)c3=O)[C@@H]1N2Cc1ccccc1F | nt | 21 | -3 | -0.8
O=C(c1cccc(F)c1)N1CCCCN2[C@H](CO)[C@@H](c3ccc(-c4cccnc4)cc3)[C@H]2C1 | 63 | 12 | 2 | -0.2
CCC(=O)N1[C@@H]2c3cccc(=O)n3C[C@H]1[C@H](CO)[C@H]2C(=O)NC1CCC1 | -16 | -3 | 2 | 2.3
CO[C@@H]1CN(C)C(=O)c2cc(NC(=O)C3CC3)ccc2OC[C@H](C)N(C(=O)C2CCCCC2)C[C@H]1C | -10 | 1 | nt | 0.2
C[C@H](CO)N1C[C@H](C)[C@@H](CN(C)S(=O)(=O)c2cn(C)cn2)OCCCC[C@H](C)Oc2ccc(NC(=O)Nc3ccc(C(F)(F)F)cc3)cc2C1=O | 66 | -64 | nt | -0.8
O=C(C1CCCC1)N1[C@@H](CO)[C@@H](c2ccccc2)C12CN(Cc1cccc(Cl)c1)C2 | nt | -55 | 8 | -1.1
Cc1cccc(S(=O)(=O)N2CCCCN3[C@@H](CO)[C@@H](c4ccc(C#C[C@H](C)O)cc4)[C@@H]3C2)c1 | 48 | -70 | -4 | -1.7
COc1ccc(S(=O)(=O)N(C)C[C@H]2Oc3ccc(NS(=O)(=O)c4ccccc4)cc3C(=O)N([C@@H](C)CO)C[C@H]2C)cc1 | 39 | 13 | 1 | -1.0
C[C@H](CO)N1C[C@H](C)[C@H](CN(C)Cc2ccc(C(=O)O)cc2)Oc2ccc(NC(=O)Cc3ccccc3)cc2C1=O | 24 | 12 | -3 | -0.2
COc1ccc(CN(C)C[C@H]2Oc3ccc(NC(=O)NC(C)C)cc3CC(=O)N([C@H](C)CO)C[C@@H]2C)cc1 | nt | -19 | -4 | 1.0
C/C=C/c1ccc([C@@H]2[C@H]3CN(C(=O)Nc4ccc(F)cc4)CCCCN3[C@H]2CO)cc1 | ? | -11 | 31 | -0.9
COc1ccc(C#Cc2ccc3c(c2)O[C@@H](CN(C)C)[C@@H](C)CN([C@H](C)CO)S3(=O)=O)cc1 | 41 | -43 | 3 | 1.3
Cc1noc(C)c1NC(=O)N(C)C[C@@H]1OCCCC[C@H](C)Oc2ccc(NC(=O)c3ccccc3)cc2C(=O)N([C@H](C)CO)C[C@@H]1C | -53 | -39 | nt | -0.2
O=C(C1CCCCC1)N1C[C@@H]2[C@H](c3ccccc31)[C@@H](CO)N2C(=O)c1ccccc1F | 8 | -17 | 3 | -0.4
